DTT redox prof: compounds producing H2O2 with reducing agent – biochemical, NIH compound library profiling, artefact control for MLSCN library redox annotation, primary screen; DTT-dependent redox cycling H2O2, phenol red/HRP absorbance; 100% = 100 µM peroxide control, 0% = buffer; activation, % at 10 µM; hit rate 0.03% among 200,000;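 active = activation of at least 50% relative to the plate's high and low controls in the primary single-dose screen; inactive = activation below 50%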;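 also: compound incubated with DTT at 0.8 mM final as the reducing agent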
NF-kB expr up: compounds increasing NF-kB expression in human neuronal cells; fold change at 12.5 µM; NF-kB reporter expression; active compounds read high; hit rate 1.6% among 190,000; in the data active = fold change above about 3.3
G6PDH counter: inhibits Leuconostoc G6PDH, flagging false hits in G6PDH-based assays; Purified L. mesenteroides G6PDH, diaphorase/resazurin coupled fluorescence, 45 min; inhibition, % at 5 µM; hit rate 0.12% among 200,000; in the data active = inhibition above about 50%
APP 5UTR inh: APP translation inhibition; SH-SY5Y APP 5'UTR-luciferase reporter, luminescence; hit rate 0.82% among 190,000; inhibition, % at 2 µM; AID 1285;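 active = inhibition above a set limit, derived from the sample mean plus 3 SD, cut at about 45% in these data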; also: values of inactives mirror those of a sister screen read the other way
FLuc inhib CS: counter-screen for luciferase assay inhibitors: firefly luciferase inhibition; P08659; ATPLite firefly luciferase biochemical luminescence, 10 min; inhibition, % at 10 µM; hit rate 1.5% among 200,000; AID 1006;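 active = inhibition above about 50% when tested at 10 µM, limit read from the data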
Target sequence (P08659 whole entry, looked up): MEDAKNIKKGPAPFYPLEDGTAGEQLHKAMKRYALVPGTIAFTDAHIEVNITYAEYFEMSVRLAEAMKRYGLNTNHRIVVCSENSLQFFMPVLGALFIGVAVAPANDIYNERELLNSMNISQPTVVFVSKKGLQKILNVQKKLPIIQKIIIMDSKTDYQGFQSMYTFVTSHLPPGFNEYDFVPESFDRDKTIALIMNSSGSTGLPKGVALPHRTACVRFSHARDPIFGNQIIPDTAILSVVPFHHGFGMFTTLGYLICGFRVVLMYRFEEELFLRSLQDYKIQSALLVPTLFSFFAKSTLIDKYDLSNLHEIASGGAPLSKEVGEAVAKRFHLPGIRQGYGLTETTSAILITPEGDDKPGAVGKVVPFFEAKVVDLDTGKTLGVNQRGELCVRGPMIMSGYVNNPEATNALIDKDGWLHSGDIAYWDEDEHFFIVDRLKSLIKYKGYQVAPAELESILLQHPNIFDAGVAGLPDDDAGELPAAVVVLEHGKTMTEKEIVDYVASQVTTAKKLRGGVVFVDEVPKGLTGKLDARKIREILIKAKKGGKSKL
FLuc stim CS: affects firefly luciferase, flagging false hits in luciferase stimulation screens | 200,000 tested, under 10 active | ATPlite luciferase biochemical, luminescence, 10 min; 0 = ATP-free wells, 1 = DMSO control | activation factor at 10 µM | P08659 | AID 1027;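 active = luciferase activation factor, scaled between plate controls, of at least 2 with compound at 10 µM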
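assay system = Luciferase/luciferin detection reagent, cell-free biochemical luciferase assay | also added = ATP substrate | times = 10 min post-reagent at room temperature | measured by = luminescence from luciferase reaction | measure = luciferase activation, seen as luminescence increase over controls | benchmarks = low control with PBS replacing ATP, high control enzyme plus ATP without compound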
HMGR II inh: blocks class II HMG-CoA reductase of Enterococcus faecalis; purified E. faecalis HMGR, NADPH absorbance 340 nm kinetic; inhibition, % at 10 µM; hit rate 0.41% among 190,000; AID 1066;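 active = inhibition above a set limit, the median over all tested compounds plus 3 SD, cut at about 9.5% in these data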;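 also: enzyme runs in reverse so mevalonate oxidation gives rising NADPH absorbance; 0% = complete reaction with DMSO and 100% = background rate lacking mevalonate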
Hsp70 activator: transcriptional activators of Hsp70. HeLa Hsp70 promoter luciferase reporter, luminescence; scaled: vehicle 0, proteasome-inhibitor control 100%. activation, % at 10 µM. hit rate 0.04% among 200,000. AID 1203;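 active = activation above the mean across all tested compounds plus 3 SD, cutoff set per campaign, cut at about 5.5% in these data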;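 also: 100% = MG132 at 30 µM as the positive control and 0% = DMSO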
STAT1 act: increases IFN-gamma driven STAT1 reporter signal; NIH 3T3 STAT1-luciferase reporter, luminescence; 100% = IFN-gamma alone, no compound; activation (% of control), % at 5.5 µM; hit rate 2.6% among 200,000;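 active = activation above the screen-wide mean activation plus 3 SD, cut at about 130% in these data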;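 also: raw ratio to IFN-gamma control signal so 100% means no change and 0% no light; values of inactives mirror those of a sister screen read the other way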
APP 5'UTR act: APP 5'UTR luciferase reporter activation; activation, % at 2 µM; SH-SY5Y APP 5'UTR luciferase reporter, luminescence; zero percent = DMSO vehicle wells; AID 1276; hit rate 1% among 190,000;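 active = activation above a set limit, based on mean plus 3 SD of controls, cut at about 140% in these data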; also: values of inactives mirror those of a sister screen read the other way
An asterisk follows results filed as active; . = no result given.

no.	mol	DTT redox prof	NF-kB expr up	G6PDH counter	APP 5UTR inh	FLuc inhib CS	FLuc stim CS	HMGR II inh	Hsp70 activator	STAT1 act	APP 5'UTR act
1	O=C(NCc1ccccc1)C(=O)NCC1OCCN1C(=O)c1ccc(Cl)cc1 (stereo unspecified)	0.3	1.29	-3.8	2.0	-5.3	1.1	2.0	-0.2	101.3	-2.0
2	Cc1ccc2nc(N(CCCN(C)C)C(=O)c3ccc4c(c3)CCCC4)sc2c1	0.2	0.89	-20.1	13.7	-5.6	1.1	-0.4	-0.3	104.3	-13.7
3	Cc1ccc(SC2CC(=O)N(c3ccc4c(c3)OCCO4)C2=O)cc1 (stereo unspecified)	0.1	1.01	12.3	-2.4	-2.1	1	-5.6	0.2	97.8	2.4
4	COC(=O)C1CCN(C(=O)C2CCCCC2)CC1	3.2	1.16	1.4	28.5	-4.6	1	-7.7	-0.5	91.6	-28.5
5	COC(=O)CCN(C(=O)C1C2CC3CC(C2)CC1C3)c1ccccn1 (stereo unspecified)	-0.9	1.19	-0.9	10.5	-10.1	1.1	1.0	-0.4	92.6	-10.5
6	CCCCC(CC)C1OCC(C[N+]2(C)CCOCC2)O1 (stereo unspecified)	0.0	1.01	10.8	18.1	-2.8	1	-0.8	-0.3	104.1	-18.1
7	NC(=O)c1nsc(C(=O)N(CCc2ccccc2)C(C(=O)NC2CCCC2)c2ccco2)c1N (stereo unspecified)	0.8	0.44	5.2	14.1	-6.6	1.1	-5.9	-0.2	100.9	-14.1
8	COC(=O)c1ccc(Sc2ccc(C)cc2)c(N)c1	1.8	1.57	-2.4	-1.5	-2.0	1	-2.2	0.1	109.9	1.5
9	Cc1ccc2nc(-c3cccc(Br)c3)cc(C(=O)NC3=NCCS3)c2c1	0.3	1.11	14.3	-13.2	5.4	0.9	-6.6	-0.1	115.4	13.2
10	O=C(CC12CC3CC(CC(C3)C1)C2)NCC(=O)N1CCCC1	0.4	1.45	0.6	-27.9	-4.0	1	-3.1	0.0	96.8	27.9
11	Cc1ccc(Sc2c(C)nn(C(=O)C3CC3)c2C)cc1	0.0	1.09	1.0	-2.8	0.2	1	-1.3	0.1	92.6	2.9
12	CCOC(=O)N1CCN(S(=O)(=O)c2ccc(OC)c(OC)c2)CC1	1.2	1.02	5.3	-4.6	-5.8	1.1	-3.1	-0.3	106.0	4.6
13	O=C(NCCCc1ccccc1)C1CCN(c2nnc(-n3cccc3)s2)CC1	-1.1	1.11	-0.9	-6.8	2.2	1	-11.1	-0.3	100.3	6.8
14	CC(=O)N1CCc2cc(Br)cc(S(=O)(=O)N3CCN(C(=O)c4ccco4)CC3)c21	-0.6	1.02	2.5	-15.2	-5.0	1.1	0.3	0.0	93.5	15.2
15	CCOC(=O)C1(Cc2cccc(OC)c2)CCN(Cc2cnc(C)s2)CC1	-1.1	0.9	1.2	8.5	-1.5	1	-1.5	-0.2	92.5	-8.5
16	CC(=O)N1CCC2(CC1)CC(=O)c1cc(OCC(=O)NCc3ccc(C)cc3)ccc1O2	1.4	1.04	1.3	6.2	-2.5	1	-5.0	0.5	102.6	-6.2
17	O=C(NC(c1ccccc1)c1ccccc1)C1CCCC1	0.3	1.02	9.7	-11.7	-4.1	1	-1.2	-0.4	100.2	11.7
18	O=C(CSc1nnc(-c2cccnc2)o1)Nc1ccccn1	0.6	1.59	6.6	-14.3	-10.3	1.1	-5.7	0.5	109.1	14.3
19	CN1/C(=C\C(=O)c2cccnc2)Sc2ccccc21	-0.8	2.83	-5.3	-126.6	54.7*	0.5	-5.2	-0.1	134.1*	126.6
20	Cc1cc2nc(-c3ccc4c(c3)CCC4)ccn2n1	0.7	1.47	5.0	-26.2	-1.6	1	-0.7	-0.1	118.7	26.2
21	O=C(COC(=O)CCc1ccc(S(=O)(=O)N2CCOCC2)cc1)NCc1ccccc1Cl	-0.5	1.19	6.7	10.3	-5.8	1.1	-1.0	-0.3	104.9	-10.3
22	CCN(CC)CCNC(=O)c1c(O)c2c([nH]c1=O)CCCC2	-0.2	1.08	15.6	-25.6	-1.5	1	-6.7	-0.2	103.8	25.6
23	CC(C)Nc1nnc(SCC(=O)c2c(N)n(Cc3ccccc3)c(=O)n(C)c2=O)s1	1.7	1.14	-2.7	-2.0	-3.0	1	-2.2	-0.3	94.0	2.0
24	O=C1CN(Cc2ccccc2)C(=NCc2ccco2)S1	4.0	1.23	-10.0	-3.5	-5.7	1.1	-2.4	-0.5	105.2	3.5
25	CC(C)(C)C1CCC(=NNC(=O)c2ccc(Br)o2)CC1 (stereo unspecified)	-0.1	1.62	14.7	-9.7	-8.3	1.1	2.3	-0.3	121.4	9.7
26	Cc1cc(C)n(/N=C/c2cccs2)c(=O)c1C#N	-0.1	1.3	6.6	-0.5	-4.2	1	-0.3	-0.5	91.4	0.5
27	O=C(CSc1nnc(C2CCCCC2)n1Cc1ccccc1)NCc1ccco1	0.5	1.56	17.2	7.7	-5.7	1.1	0.4	-0.4	95.3	-7.7
28	CCc1ccc(Oc2nnnn2-c2ccc(C(N)=O)cc2)cc1	-0.3	1.05	2.3	-6.3	-8.0	1.1	-1.2	-0.1	95.3	6.3
29	O=C(CN1CCOCC1)N1CCc2ccccc2C(c2ccccc2)C1 (stereo unspecified)	2.2	0.95	2.2	-8.3	-8.1	1.1	0.2	0.0	105.1	8.3
30	Cc1nc(CC(=O)Nc2nc(-c3ccccc3)cs2)cs1	-0.1	1.17	13.9	-2.6	-1.7	1	-1.7	-0.2	120.3	2.6
31	N#Cc1c(SCC(=O)O)nc(N2CCCCC2)c2c1CCCC2	0.3	1.2	-2.1	-9.6	-6.1	1.1	1.4	-0.2	100.9	9.6
32	O=S(=O)(c1cccc(NC(=S)N2CCN(c3cccc(Cl)c3)CC2)c1)C(F)F	-0.1	1.06	-11.9	-2.3	-4.9	1	-2.8	-0.3	98.7	2.3
33	N/C(=N\c1nc(CSc2nnnn2-c2ccccc2)cc(=O)[nH]1)Nc1ccccc1	-0.3	1.13	11.0	-16.0	-7.2	1.1	-1.4	-0.1	100.5	16.0
34	CCOC(=O)C1[C@H]2C(=O)N(C(C)c3ccc(OC)cc3)C[C@]23C=C[C@H]1O3 (stereo partly specified)	0.1	1.04	1.9	-4.3	-0.1	1	-0.8	0.1	92.9	4.3
35	O=C(CSc1nnc(CNc2ccc(F)cc2)o1)N1CCN(C(=O)c2ccco2)CC1	-1.9	1.01	-1.9	10.6	-5.9	1.1	1.1	-0.3	99.7	-10.6
36	CCCc1cc(=O)[nH]c(SCC(=O)c2[nH]c(C)c(C(=O)OCC)c2C)n1	-0.3	1.13	1.8	-13.2	-5.3	1.1	-3.3	-0.1	96.0	13.2
37	COCc1cc(C)c2c(N)c(C#N)sc2n1	0.2	1.09	0.0	8.1	-4.1	1	-1.6	-0.1	103.2	-8.1
38	CCOC(=O)N(NC(=O)C(O)(CC(C)C)CC(C)C)c1ccccc1	-0.6	1.19	20.6	10.3	-1.4	1	-2.2	-0.2	90.0	-10.3
39	O=C(NCc1ccc(N2CCCC2=O)cc1)Nc1cccc2ccccc12	4.2	1.14	-3.0	8.9	-0.4	1	-2.5	-0.2	99.0	-8.9
40	CCCN(C(=S)Nc1ccccc1)C1CCS(=O)(=O)C1 (stereo unspecified)	1.8	1.11	4.9	3.3	-4.7	1	-5.0	-0.4	95.8	-3.3
41	C[C@H](NC(N)=O)C(=O)OCC(=O)NCc1cccs1	-1.0	1.2	4.4	5.1	-5.8	1.1	-8.8	-0.2	95.2	-5.1
42	CC(=O)c1c(O)cc(C)n(Nc2nc(C)cc(C)n2)c1=O	2.5	1.08	-7.5	0.6	2.8	1	-0.1	-0.1	96.3	-0.6
43	O=C(CCc1ccccc1O)N/N=C/c1ccc(Sc2cccc3cccnc23)o1	0.3	1.41	-6.0	8.0	-3.8	1	-1.9	-0.3	93.2	-8.0
44	COc1ccc(/C=N/NC(=O)C[n+]2ccccc2)c(OC)c1OC	0.1	0.95	-7.3	6.1	-1.4	1	-2.2	-0.3	108.8	-6.1
45	O=S(=O)(Nn1cnnc1)c1ccccc1	0.5	1.02	5.3	-30.3	-2.1	1	-1.3	-0.1	90.8	30.3
46	O=C(NNC(=O)c1cccs1)c1ccc(Cl)c(Cl)c1	-0.2	1.14	-0.5	0.6	-5.1	1.1	-2.7	-0.3	103.0	-0.6
47	Cc1ccc2c(c1)c(N=NC(N)=S)c(O)n2Cc1ccccc1	0.1	1	18.0	12.0	-8.6	1.1	-3.6	-0.2	107.5	-12.0
48	CCC(C)NC(=O)CSc1nc2n[nH]c(C)c2c(=N)n1-c1ccc(OC)cc1 (stereo unspecified)	-1.7	0.93	11.8	5.3	-2.9	1	-10.2	-0.3	91.2	-5.3
49	O=C(Cn1cc2c(n1)CCCC2)Nc1ccccc1Cl	-2.8	1.07	-10.9	3.8	-4.7	1	-3.2	-0.3	108.8	-3.8
50	CCc1ccccc1SCc1noc(C(=O)NCC2CCCO2)c1C(=O)O (stereo unspecified)	15.4	1.23	-2.9	-10.7	-8.3	1.1	0.5	0.2	97.5	10.7
51	CCOC(=O)c1sc2nc3c(SCC(=O)O)cc(C(=O)c4cc(F)ccc4O)cn3c(=O)c2c1C	0.3	1.02	-5.7	-22.0	50.6*	0.5	0.5	0.2	113.7	22.0
52	COc1cc(C(=O)NCCC(=O)NCCN2CCCCCC2)cc(OC)c1OC	-1.9	1.08	-1.0	-13.6	-7.6	1.1	1.3	-0.3	92.6	13.6
53	O=C(NCc1ccccc1Cl)c1ccc(-c2ccccc2)cc1	-0.3	1.1	5.0	19.4	1.7	1	-2.0	-0.3	101.6	-19.4
54	CSc1nc(C)c2c(n1)N(c1ccc(O)cc1)CC2	-0.6	0.94	1.8	-11.9	-5.1	1.1	3.0	-0.1	92.5	11.9
55	COc1ccc(OCc2nc(C#N)c(N3CCN(c4ccc(OC)cc4)CC3)o2)cc1	-0.5	0.76	-0.7	-7.1	-1.5	1	-0.6	-0.4	96.0	7.1
56	C/C(=N/NC(=O)CNC(=O)C1COc2ccccc2O1)c1ccc2c(c1)OCCO2 (stereo unspecified)	-0.4	1.2	-6.6	13.7	-2.0	1	-2.5	-0.4	92.9	-13.7
57	O=C(NCC1CCS(=O)(=O)C1)NCC1CCS(=O)(=O)C1 (stereo unspecified)	-0.9	1.78	9.1	9.3	-6.5	1.1	8.1	-0.3	94.5	-9.3
58	CC(=O)c1sc(NC(=O)c2ccc(Cn3cc(Br)cn3)o2)nc1C	-5.1	1.22	-31.9	3.1	-5.5	1.1	-1.5	0.2	104.7	-3.1
59	Cc1cccc(Nc2nnc(SCC(=O)Nc3ncc(C(F)(F)F)cc3Cl)s2)c1C	0.5	0.98	15.0	9.4	-0.5	1	-15.6	-0.1	105.6	-9.4
60	CCCS(=O)(=O)N1CCCC(C(=O)NC2CCCCC2)C1 (stereo unspecified)	3.6	1.15	1.4	.	2.0	1	-0.1	-0.4	94.6	.

Assay outcomes: PubChem BioAssay, several laboratories
